# Polio RdRp inh: inhibitors of poliovirus RNA polymerase binding and polymerization; P03300; poliovirus polymerase elongation, fluorescence polarization; active compounds read low; % elongation, % (compound at 16.7 µg/mL); 150,000 tested, 0.66% active; AID 588519; in the data active = % elongation below about 90%; also: some results filed as inactive read as strong as hits
# Target sequence (P03300 1749-2209 limits assumed): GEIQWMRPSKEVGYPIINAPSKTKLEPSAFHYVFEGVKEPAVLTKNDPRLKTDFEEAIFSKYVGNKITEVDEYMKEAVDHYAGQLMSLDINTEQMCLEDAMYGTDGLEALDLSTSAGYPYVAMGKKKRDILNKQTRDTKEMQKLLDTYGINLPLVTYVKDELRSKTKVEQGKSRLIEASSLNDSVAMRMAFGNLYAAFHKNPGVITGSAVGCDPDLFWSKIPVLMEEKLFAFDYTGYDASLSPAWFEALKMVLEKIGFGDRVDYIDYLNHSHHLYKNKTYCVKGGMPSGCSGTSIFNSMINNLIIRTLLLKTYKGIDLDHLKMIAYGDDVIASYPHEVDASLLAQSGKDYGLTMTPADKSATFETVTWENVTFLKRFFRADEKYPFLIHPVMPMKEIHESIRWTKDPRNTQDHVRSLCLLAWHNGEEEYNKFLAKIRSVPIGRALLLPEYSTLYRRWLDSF
# Polio RdRp inh FP z-score: recorded beside Polio RdRp inh, whose call it bears; z-score; measured here: FP z-score; hits read low
# * marks the source's active call; other numbers are inactive results; & = joins results of further samples. Some of the compounds tested; rates above refer to the full screens.
# Below each compound – Polio RdRp inh, Polio RdRp inh FP z-score
1: O=C1CCC(C2CCC(=O)N2)N1 (stereo unspecified)
    99, -0.8
2: CCSc1nc2ccccc2n1CC(N)=O
    103, 0
3: N=C1/C(=C2\Nc3ccccc3S2)CC(=O)N1c1ccccc1
    101, 0
4: COc1ccc(C2N(c3ccc4c(c3)OCCO4)C(=O)C2(F)F)cc1OC (stereo unspecified)
    108, 0.7
5: Cc1c(C(=O)NCc2cccc(Cl)c2)sc2ncnc(N(C)C3CCCCC3)c12
    108, 0.2
6: COc1ccc(CNC(=O)C2CCNCC2)cc1
    105, 1.2
7: CN(Cc1ccccc1)S(=O)(=O)c1nnc(NC(=O)c2ccccc2)s1
    108, 0
8: CC(C)c1ccc(S(=O)(=O)c2ccc(NN)cc2)cc1
    103, 0.3
9: N#Cc1ccc(COc2ncnc3sccc23)cc1
    105, 0.3
10: CCOc1ccc(/C=C/c2nc(C#N)c(N3CCN(CC)CC3)o2)cc1
    105, -0.7
11: O=C(NCc1ccccc1)/C(=C\c1ccccc1)NC(=O)c1ccccc1
    104, 0.4
12: COc1ccc(N2CCN(C(=O)CNC3CC3)CC2)cc1
    101, -0.1
13: Cc1cc(C(=O)COC(=O)Cn2cncn2)c(C)n1-c1ccc(F)cc1
    101, 0
14: O=C(OCC(=O)N(C1CCCCC1)C1CCCCC1)c1ccc2c(c1)OCCO2
    109, 0.8
15: CCc1nc2ccccc2c(C(=O)OCC(=O)Nc2ccc3c(c2)OCCCO3)c1C
    104, 0.1
16: CCc1nnc(SCC(=O)O)n1N
    100, -0.1
17: Cc1nn(CCC(=O)O)c2nc(-c3cccs3)cc(C(F)(F)F)c12
    100, -0.1
18: O=C(NCCN1CCCCC1)c1ccc(/C=N/O)nc1
    101, -0.2
19: Cc1ccc(C2=NNC(c3cccs3)S2)cc1 (stereo unspecified)
    72*, -2.9*
20: O=C(Cc1nc(-c2cccs2)no1)Nc1ccc(F)cc1
    100, -0.7
21: CC(COc1ccc2c(c1)OCO2)NC(=O)Cc1n[nH]c(=O)c2ccccc12 (stereo unspecified)
    102, -0.1
22: CCCn1c(N)c(C(=O)CN(C)Cc2ccc(CC)cc2)c(=O)n(C)c1=O
    102, -0.1
23: Cc1nn(CC(=O)NCc2cccc(Br)c2)c(=O)c2c1sc1ccccc12
    127, 4.2
24: Cc1ccc(-c2nnc(Nc3ccc(S(N)(=O)=O)cc3)c3ccccc23)cc1S(N)(=O)=O
    101, -0.3
25: Cc1ccc(OCC(=O)N(Cc2sccc2C)C2CCS(=O)(=O)C2)cc1 (stereo unspecified)
    123, 0.5
26: O=C(Cn1cc(/C=C2/SC(=O)NC2=O)c2ccccc21)Nc1ccccc1
    101, -0.2
27: CCN(CC)S(=O)(=O)c1ccc(NC(=O)COC(=O)C2=NNC(=O)CC2)cc1
    104, 0.1
28: C=CCn1c(SC(C)C(N)=O)nnc1C1CCCCC1 (stereo unspecified)
    104, 0.2
29: CC1CCCC(C)N1C(=O)CSCc1ccco1 (stereo unspecified)
    103, 0.3
30: O=C(Nc1ccc(F)c(Cl)c1)N1CCN(C(=O)c2nsc3ccccc23)CC1
    108, 0.4
31: O=C1NC(=O)N(CCC2=CCCCC2)C(=O)/C1=C\c1cc2c3c(c1)CCCN3CCC2
    98, -0.7
32: CC(=O)c1ccc(NC(=O)CN(C)S(=O)(=O)c2cnc[nH]2)cc1
    104, -1.1
33: CN(C)/C=C/c1cc2c(cn1)C(=O)c1ccccc1-2
    114, 1.3
34: CCOc1ccc2nc(SCc3nnc(-c4cccs4)o3)sc2c1
    107, 0.7
35: CN(C)C1=NP(N(C)C)(N(C)C)=NC(c2ccccc2)=N1
    103, 0.2
36: COc1ccc(N=Cc2cn(-c3ccccc3)nc2-c2cc3ccccc3o2)cc1
    102, 0
37: N#C/C(=C\c1ccncc1)c1ccc(NC(N)=O)cc1
    103, 0
38: COCCCNC(=O)C1CCN(Cc2cc3ccccc3n2Cc2ccccc2C)CC1
    103, -0.9
39: O=c1cc(-c2ccc(F)cc2)c2c([nH]1)Oc1c(nc(-c3ccccc3)[nH]c1=O)O2
    100, -0.8
40: CN(C(=O)c1ccccc1)C1CCS(=O)(=O)C1 (stereo unspecified)
    101, -0.1
41: COC(=O)C1=C(C)N(Cc2cccnc2)C(=O)/C1=C\c1ccccc1C(F)(F)F
    103, 0.3
42: CCOc1ccc(-n2c(/C=C/c3ccccc3)nc3ccccc3c2=O)cc1
    105, -0.6
43: COC(=O)C1=C(NC(=O)c2ccc(S(=O)(=O)N3CCCCC3)cc2)CCS1
    101, 0.2
44: Cc1ccc(-c2nc(C=Nc3ccccc3)c(O)o2)cc1
    102, 0.1
45: Cc1ccccc1C(=O)NC1(C(F)(F)F)N=C(c2ccccc2)N(Cc2ccccc2)C1=O (stereo unspecified)
    105, 0.1
46: COc1ccc(-c2noc(CSc3nnc(C)n3-c3ccc(C)cc3)n2)cc1
    108, 0.4
47: COc1cccc(-n2c(=O)c3c(C)c(C)sc3n(CC(=O)NCc3ccc(C)cc3)c2=O)c1
    109, 0.8
48: Cc1ccc(CNC(=S)N2CCOCC2)cc1
    100, -0.1
49: COc1ccccc1NC(=O)c1cc(S(=O)(=O)NCCC2=CCCCC2)ccc1F
    110, 0.5
50: COc1ccc(N2CCN(CCCNC(=O)C3COc4ccc(OC)cc4C3)CC2)cc1 (stereo unspecified)
    102, -1

# The results go on:
# Below each compound – Polio RdRp inh, Polio RdRp inh FP z-score
51: COc1ccc(CNC(=O)Cc2ccc(NC(=O)N3CCCCc4ccccc43)cc2)cc1
    104, -0.1
52: CC1CC(C)CN(C(=O)CSc2nc3cc(S(=O)(=O)N(C)C)ccc3o2)C1 (stereo unspecified)
    97, -0.9
53: Cc1nn(CC(C)C)c(Cl)c1CNCCC(=O)N1CCCC1
    95, -1
54: O=C(Cn1nc(-c2ccccc2)c2ccccc2c1=O)N1CCOCC1
    104, 0.5
55: COc1cc(OC)cc(C(=O)Nc2cc(-c3nc4ccccc4s3)ccc2OC)c1
    102, -0.5
56: O=C(O)c1ccccc1C(=O)NCC1CCCO1 (stereo unspecified)
    109, 0.5
57: CCC1CN(C(=O)Nc2cc(C)ccc2OC)c2cc(Cl)ccc2O1 (stereo unspecified)
    107, 0.1
58: CCOP(=S)(OCC)N1CCOCC1
    97, -1.1
59: COc1ccc(CN2CCN(C3=NS(=O)(=O)C(c4ccc(Cl)cc4)=C3C)CC2)c(OC)c1OC
    102, 0
60: COc1nc(Nc2ccc3c(c2)OCO3)nc(OC)n1
    105, 0.7

# Full records from above:
# O=C(Cn1nc(-c2ccccc2)c2ccccc2c1=O)N1CCOCC1 reads Polio RdRp inh = 104; Polio RdRp inh FP z-score = 0.5
# O=C(Cc1nc(-c2cccs2)no1)Nc1ccc(F)cc1 reads Polio RdRp inh = 100; Polio RdRp inh FP z-score = -0.7
# COC(=O)C1=C(C)N(Cc2cccnc2)C(=O)/C1=C\c1ccccc1C(F)(F)F reads Polio RdRp inh = 103; Polio RdRp inh FP z-score = 0.3

# Further records:
# Below each compound – Polio RdRp inh, Polio RdRp inh FP z-score
61: Cc1ccccc1NC(=O)c1sc2nc(-c3ccncc3)ccc2c1N
    123, 2
62: Cc1ccc(NC(=O)c2c(C)oc3ccc(O)c(CN4CCOCC4)c23)cc1
    105, -0.5
63: O=C(CN1N=C(c2ccccc2)CCC1=O)NC1CC1
    106, 2.4
64: COc1ccccc1NC(=O)c1ccc(C)o1
    100, -0.2
65: OCCNc1ccc(Cl)cc1
    104, 0.7
66: O=C(CCC(=O)N1CCc2ccccc21)N1CCc2ccccc21
    104, 0.9
67: CCOc1ccc(NC(=O)C(C)n2c(=O)cc(C)c3c(C)nn(-c4ccccc4)c32)cc1 (stereo unspecified)
    109, 0.7
68: CCCCC/C=C\C/C=C\C/C=C\C=C\[C@@H](O)CCCC(=O)O
    101&101, -0.1&0.3
69: NC1CCSc2ccccc21 (stereo unspecified)
    102, 0.2
70: O=S1(=O)N=C(SCCO)c2ccccc21
    102, 0

# Arranged by count of non-hydrogen atoms (lowest first): 6 of the compounds above
# Below each compound – Polio RdRp inh, Polio RdRp inh FP z-score
65: OCCNc1ccc(Cl)cc1
    104, 0.7
70: O=S1(=O)N=C(SCCO)c2ccccc21
    102, 0
64: COc1ccccc1NC(=O)c1ccc(C)o1
    100, -0.2
63: O=C(CN1N=C(c2ccccc2)CCC1=O)NC1CC1
    106, 2.4
68: CCCCC/C=C\C/C=C\C/C=C\C=C\[C@@H](O)CCCC(=O)O
    101&101, -0.1&0.3
66: O=C(CCC(=O)N1CCc2ccccc21)N1CCc2ccccc21
    104, 0.9

# (list continues)
# Below each compound – Polio RdRp inh, Polio RdRp inh FP z-score
71: CCCCC(NC1CCS(=O)(=O)C1)C(=O)O (stereo unspecified)
    100, -0.4
72: COC(=O)C1=C(N)n2c(s/c(=C/c3ccncc3)c2=O)=C(C(=O)OC)C1c1ccncc1 (stereo unspecified)
    100, -0.5
73: Cn1c(=O)oc2cc(S(=O)(=O)NC3CCCc4ccccc43)ccc21 (stereo unspecified)
    100, 0.1
74: COc1ccc(NC(=O)CSc2oc(-c3ccc(F)cc3)nc2S(=O)(=O)c2ccc(C)cc2)c(OC)c1
    106, 0.2
75: Cc1ccccc1NC(=O)CCC(=O)O
    102, 0.3
76: COc1cc2c(cc1OC)C(COc1ccc(C(C)C)cc1)N(C(=O)COc1ccccc1)CC2 (stereo unspecified)
    109, 0.4
77: CCC(C(=O)Nc1cc(C(F)(F)F)ccc1Cl)n1nc(C)c2sc3ccccc3c2c1=O (stereo unspecified)
    118, 0.7
78: Cc1cccc(OCC(=O)NCCc2ccccn2)c1
    97, -0.4
79: CC(=O)Nc1sc(C)c(C)c1CN1CCN(S(=O)(=O)c2ccccc2)CC1
    100, -0.5
80: CCCCNC(=O)c1cn(C)c(=O)c2cc(OC)c(OC)cc12
    101, 0.2
81: COc1cc(NC(=O)COn2nnc3ccc(S(C)(=O)=O)cc32)cc(OC)c1
    96, -0.2
82: O=C(Cc1ccccc1)Nc1ccc(N2CCOCC2)c(C(=O)O)c1
    104, 0.1
83: CC1(C)CC2CC(C)(CN2Cc2c(O)ccc3cc(-c4ccccn4)c(=O)oc23)C1 (stereo unspecified)
    95, -1.4
84: Cc1cnc(C(=O)OCc2ccc(COC(=O)c3cnc(C)cn3)cc2)cn1
    98, -0.4
85: CC1CCC2(CC1)Oc1ccccc1C1CC(c3ccco3)=NN12 (stereo unspecified)
    105, 0.9
86: COC(=O)/C(=C(/O)CSc1nnnn1-c1ccc(O)cc1)c1nc2ccccc2[nH]1
    102, 0.4
87: COC(=O)c1ccc(CNC(=O)c2cc3c(s2)CCCC3)cc1
    106, 2
88: COc1ccccc1OC(=O)CN1C(=O)c2ccccc2C1=O
    99, -0.3
89: Cc1ccc(NC(=S)N2CCC(Nc3nccc(C(F)(F)F)n3)CC2)c(C)c1
    110, 0.7
90: Cc1ccc(C)c(NC(=O)Cn2cc(S(=O)(=O)Cc3cccc(Cl)c3)c3ccccc32)c1
    107, 0.3
91: C=CCOc1ccccc1CNc1ccc(C)cc1
    100, 0.1
92: O=C(Nc1cccnc1)c1c2c(nc3ccccc13)C(=O)N(C1CCCCC1)C2
    99, -0.8
93: Cc1ccc(CS(=O)Cc2ccc(C(=O)N3CCN(c4ccccc4)CC3)o2)cc1 (stereo unspecified)
    101, -0.5
94: O=C(Nc1nc(-c2ccc3c(c2)CCN3C(=O)C2CCCCC2)cs1)c1ccco1
    96, -1.6
95: COc1ccc(OCC2c3cc(OC)c(OC)cc3CCN2C(=O)C(C)C)cc1 (stereo unspecified)
    101, -0.4
96: CS(=O)(=O)NCCS(=O)(=O)N1CCN(c2ccccc2)CC1
    103, 0.3
97: O=C(Oc1ccc(-c2nnco2)cc1)c1ccc2c(c1)S(=O)(=O)c1ccccc1C2=O
    104, 0
98: NC(=O)c1ccc(NC(=O)CSc2nc3ccccc3[nH]2)cc1
    100, -0.5
99: O=c1[nH]c(O)c(C=Nc2nc3ccccc3nc2N2CCCC2)c(=O)[nH]1
    102, -0.1
100: COc1ccc(NC(=O)c2c(C)oc3ccc(O)c(CN4CCC(C)CC4)c23)cc1Cl
    106, 0
101: CC(C)CSc1nnc2sc3ccccc3n12
    101, -0.4
102: O=C(C1CC(=O)N(C2CCCC2)C1)N1CCC(c2nc3ccccc3s2)CC1 (stereo unspecified)
    107, 0.4
103: CC1=NOC(=O)/C1=C\C=C/c1ccccc1
    111, 2.4
104: Cc1ccc(NC(=O)CC(C)S(=O)(=O)c2ccc3c(c2)NC(=O)CO3)c(C)c1 (stereo unspecified)
    110, 1
105: Cc1cc(OCCn2c(CCNC(=O)C3CCCCC3)nc3ccccc32)ccc1Cl
    106, -0.2
106: O=C(O)C1C2C=CC(C2)C1C(=O)N1CCc2c([nH]c3ccccc23)C1C(F)(F)F (stereo unspecified)
    105, 0.3
107: O=C(CSC1=NCCS1)N1CCN(c2ccc(Cl)cc2)CC1
    101, -0.2
108: CCc1ccccc1NC(=O)c1ccc2nc(N3CCC(C)CC3)sc2c1
    102, -0.6
109: CCOC(=O)N1CCN(C(=O)C2CCN(c3nc4ccc(CC)cc4s3)CC2)CC1
    101, 0.2
110: CCCCCCCCCCCCC/C=C/[C@@H](O)[C@H](CO)N(C)C
    101&101, -0.1&0.3
111: NC(=O)COc1ccc(S(=O)(=O)N2CCCC2)cc1Cl
    100, -0.5
112: Cc1n[nH]c(=O)c2nc(-c3ccccc3)sc12
    98, -1.4
113: COc1ccc(C(=O)N[C@H](C(=O)N(C)Cc2ccc(N3CCCCC3)cc2)C(C)C)cc1
    102, -0.2
114: O=C(CC1C(=O)NCCN1C(=O)c1ccccc1)Nc1cccc(Cl)c1 (stereo unspecified)
    105, 0.5
115: Cc1ccccc1OCC(=O)Nc1ccc2[nH]c(=O)sc2c1
    111, -0.3
116: O=c1c2cccc3c2c(nn1CCN1CCCCC1)-c1ccccc1-3
    96, -1.3
117: CC(C)CCNC(=O)c1cc(-c2ccccn2)nc2ccccc12
    100, -0.7
118: CC(=O)Nc1cc2c(ccc3ccccc32)oc1=O
    104, 0.5
119: OCc1cc2c(s1)CCCC2
    103, 0.2
120: O=C(NCc1ccccc1F)c1sc2ncccc2c1-n1cccc1
    112, 1.2
121: COc1nc(N2CCCCCC2)nc(N2CCCCCC2)n1
    102, 0.1
122: O=S1(=O)CCC(NS(=O)(=O)c2ccccc2)C1 (stereo unspecified)
    99, -0.7
123: O=C(CSc1ncc(CO)n1Cc1ccc(Cl)cc1)NCc1ccc(F)cc1
    105, -0.3
